TPT1 inhibitor: Candida albicans TPT1 enzyme inhibitors, primary screen, biochemical, fluorescence polarization; inhibition, % at 5 µM; AID 1962, 2009; 300,000 compounds, 0.81% hits; recombinant caTPT1, FP RNA substrate dephosphorylation;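 active = inhibition above the mean of all tested compounds plus 3 SD, set per screening campaign, cut at about 24% in these data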;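 also: plate controls were DMSO alone for no effect and ferristatin control at 100 nM for full effect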
Efflux pump mplx: inhibitors of Candida efflux pumps in yeast, primary screen, S. cerevisiae, Nile Red, multiplex | S. cerevisiae Candida pump triplex | inhibition, % at 10 µM | 330,000 compounds, 0.44% hits | AID 485275, 2010;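 active = plate passing quality check with inhibition over a set limit, or well fluorescence over plate mean plus 4 SD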;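 also: Nile Red retained in pooled yeast measured as flow cytometry median fluorescence; 0% = buffer negative control and 100% = Enniatin B positive control; higher means more Nile Red kept so more efflux inhibition; some compounds called inactive have numbers as strong as hits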
PREPL inhibitor: PREPL enzyme inhibitors, primary screen, biochemical, fluorescence polarization; Prolyl endopeptidase-like (Homo sapiens), Q4J6C6; recombinant PREPL, fluorescence polarization activity-based probe; inhibition, % at 5.96 µM; 320,000 compounds, 0.68% hits; AID 2751, 2010; in the data active = inhibition above about 43%;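 also: 0% = enzyme with DMSO and 100% = wells lacking enzyme; many of its hits are not listed in these tables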
JMJD2C inh: inhibitors of GASC-1 histone demethylase, primary screen, biochemical, fluorescence, DELFIA europium; Lysine-specific demethylase 4C (Homo sapiens), Q9H3R0; GST-JMJD2C(1-420) H3K9me3 demethylation; inhibition, % at 2.35 µM; 330,000 compounds, 0.069% hits; AID 2099, 2009;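 active = more than half of a compound's replicate wells show inhibition beyond 50%, single wells judged on their own value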;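 also: signal counts dimethyl H3K9 product captured on neutravidin plate; 0% = median of DMSO wells and 100% = 0.3 times that DMSO median; strong numbers were not always called active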
HCV core dimer: inhibitors of HCV core protein dimerization, primary screen, biochemical, TR-FRET, high-throughput | AID 1899, 2009 | inhibition, % at 5 µM | TR-FRET GST/Flag-core106 dimerization, 1536-well | 300,000 compounds, 0.33% hits;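 active = inhibition above the mean of all tested compounds plus 3 SD, set per screening campaign, cut at about 45% in these data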
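Assay system: tagged HCV core106 pair (GST and Flag); medium: KF-containing HEPES buffer, pH 7.45, DTT, CHAPS, BSA; also added: Eu donor and XL665 acceptor anti-tag antibodies; dosing: 5 µM single dose; timing: compound-protein-antibody incubation 4 h at 22.5 °C; signal: TR-FRET 671 and 617 nm emission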
CTSL1 counter: Fasciola hepatica cathepsin L1 inhibitors, primary screen, counter-screen for PFM18AAP inhibitor project, biochemical, QFRET, fluorogenic peptide substrate. 300,000 compounds, 0.49% hits. recombinant F. hepatica cathepsin L1, Z-Leu-Arg-MCA fluorescence. AID 1906, 2009. inhibition, % at 5.96 µM;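 active = inhibition above the mean of all tested compounds plus 3 SD, set per screening campaign, cut at about 17% in these data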;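 also: 0% = plate median of test compound wells and 100% = 1 µM Z-Phe-Ala-diazomethylketone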
PP1 inh: PP1-alpha phosphatase inhibitors, primary screen, counter-screen for PP5 inhibitor project, biochemical, fluorescence, OMFP substrate, single point | Serine/threonine-protein phosphatase PP1-alpha catalytic subunit (Homo sapiens), P62136 | purified PP1alpha | inhibition, % at 6.7 µM | 320,000 compounds, 0.9% hits | AID 2235, 2010;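 active = inhibition above the mean inhibition of all tested compounds plus 3 SD, computed separately for each screening campaign, cut at about 15% in these data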
Target sequence (P62136 whole entry, looked up): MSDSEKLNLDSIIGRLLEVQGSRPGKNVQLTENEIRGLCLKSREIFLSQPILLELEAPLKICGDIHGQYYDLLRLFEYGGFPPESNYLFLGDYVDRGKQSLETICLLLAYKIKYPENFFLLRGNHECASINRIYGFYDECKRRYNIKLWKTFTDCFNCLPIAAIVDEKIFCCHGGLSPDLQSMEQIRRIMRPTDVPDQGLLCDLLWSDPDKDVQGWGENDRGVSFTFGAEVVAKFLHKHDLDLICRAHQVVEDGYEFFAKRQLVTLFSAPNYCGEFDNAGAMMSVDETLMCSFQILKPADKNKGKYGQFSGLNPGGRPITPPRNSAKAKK
LYPLA2 counter: LYPLA2 inhibitors, primary screen, counter-screen for PME1 inhibitor project, biochemical, fluorescence polarization, FP-Rh probe ABPP; Acyl-protein thioesterase 2 (Homo sapiens), O95372; recombinant LYPLA2; inhibition, % at 5.9 µM; 320,000 compounds, 0.38% hits; AID 2177, 2009;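 active = inhibition above the screen-wide mean plus 3 SD, limit set per campaign, cut at about 26% in these data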;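 also: 0% = LYPLA2 with DMSO and 100% = wells lacking LYPLA2 enzyme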
PP5 primary: PP5 phosphatase inhibitors, primary screen, biochemical, fluorescence; purified PP5c, OMFP substrate fluorescence; inhibition, % at 6.7 µM; 320,000 compounds, 0.18% hits; AID 1987, 2009;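 active = inhibition above the campaign's mean inhibition across all tested compounds plus 3 SD, cut at about 9.5% in these data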;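 also: 0% = DMSO only and 100% = 100 µM cantharidin control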
Target sequence (P53041 whole entry, looked up): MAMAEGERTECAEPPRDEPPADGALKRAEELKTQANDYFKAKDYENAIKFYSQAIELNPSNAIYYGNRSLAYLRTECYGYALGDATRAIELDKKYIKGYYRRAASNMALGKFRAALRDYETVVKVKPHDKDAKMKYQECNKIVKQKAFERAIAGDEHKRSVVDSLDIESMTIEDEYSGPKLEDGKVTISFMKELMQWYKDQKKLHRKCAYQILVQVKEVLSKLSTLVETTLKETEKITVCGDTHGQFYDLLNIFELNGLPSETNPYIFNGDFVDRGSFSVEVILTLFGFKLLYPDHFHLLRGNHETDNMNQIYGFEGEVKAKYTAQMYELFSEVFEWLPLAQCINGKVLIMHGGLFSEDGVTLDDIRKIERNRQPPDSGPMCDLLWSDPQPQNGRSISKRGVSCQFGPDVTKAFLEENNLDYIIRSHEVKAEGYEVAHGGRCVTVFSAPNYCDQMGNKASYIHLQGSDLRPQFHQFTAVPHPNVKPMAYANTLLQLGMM
Active calls of the source: *; . = not tested or not shown. This is a subset (hit frequency here may not be typical).

(1) Cc1cnc([N+](=O)[O-])n1CCOC(=O)NC(=O)c1c(F)cccc1F
(2) Cc1nn(-c2ccccc2)c(C)c1/C=N/n1c(-c2ccccc2Br)n[nH]c1=S
(3) Cc1ccc2c(c1)N(CC(=O)O)C(=O)CO2
(4) CN1CCN(NC(=S)Nc2ccc(Oc3ccccc3)cc2)CC1
(5) COc1ccccc1-c1nnc(SC(C)C(=O)N2CCOCC2)o1 (configuration not stated)
(6) Cc1ccc(NS(=O)(=O)c2ccc(OCC(=O)N3CCOCC3)cc2)cc1
(7) CC(C)C(NC(=O)C(C)N1C(=O)c2ccccc2C1=O)c1ccccc1 (configuration not stated)
(8) Cc1ccccc1OCCCC(=O)Nc1ccc(S(=O)(=O)Nc2onc(C)c2C)cc1

compound no.,1,2,3,4,5,6,7,8
TPT1 inhibitor,3,-3,-1,1,-2,-3,1,1
Efflux pump mplx,0.0,0.0,0.3,0.2,0.0,0.1,0.1,0.0
PREPL inhibitor,6,1,-2,4,-5,12,-3,-2
JMJD2C inh,-29,6,3,4,5,0,-9,-12
HCV core dimer,-2,13,3,1,-3,-1,3,-4
CTSL1 counter,4,1,-6,0,0,2,1,-1
PP1 inh,-2,2,-1,-4,-1,0,-2,-3
LYPLA2 counter,-1,0,4,-6,1,1,-11,-8
PP5 primary,-2.5,-2.5,3.3,0.2,-0.8,-0.1,-1.6,1.7

3 entries drawn at random from those above:
(7) CC(C)C(NC(=O)C(C)N1C(=O)c2ccccc2C1=O)c1ccccc1 (configuration not stated)
(5) COc1ccccc1-c1nnc(SC(C)C(=O)N2CCOCC2)o1 (configuration not stated)
(8) Cc1ccccc1OCCCC(=O)Nc1ccc(S(=O)(=O)Nc2onc(C)c2C)cc1

compound no.,7,5,8
TPT1 inhibitor,1,-2,1
Efflux pump mplx,0.1,0.0,0.0
PREPL inhibitor,-3,-5,-2
JMJD2C inh,-9,5,-12
HCV core dimer,3,-3,-4
CTSL1 counter,1,0,-1
PP1 inh,-2,-1,-3
LYPLA2 counter,-11,1,-8
PP5 primary,-1.6,-0.8,1.7

(continued)
(9) CN(CC(=O)Nc1ccccc1Cl)C(=O)C1CCN(C(=O)c2ccc(Cl)cc2)CC1
(10) Cc1nn(C(=O)N2CCOCC2)c(C)c1C
(11) Cc1cc(Br)ccc1NC(=O)CN(C)C(=O)CCSc1ccc(F)cc1
(12) CC(=O)Nc1ccc(OCC(O)CN2CCN(c3ccc(C)c(Cl)c3)CC2)cc1 (configuration not stated)
(13) CCCCOC(=O)c1nc(Cl)c(Cl)c(N)c1Cl
(14) CC(C)CCNC(=O)C(C)N(C(=O)c1snc(C(N)=O)c1N)c1cnc2ccccc2c1 (configuration not stated)
(15) Cc1ccc(S(=O)(=O)N2CCC(C(=O)NCC3CC3)CC2)cc1
(16) CN(C)c1ccc(S(=O)(=O)NCC(=O)OCC(=O)NC(=O)C2CCCCC2)cc1[N+](=O)[O-]

compound no.,9,10,11,12,13,14,15,16
TPT1 inhibitor,-1,0,0,-1,4,-3,0,.
Efflux pump mplx,0.0,0.0,0.1,0.0,0.3,0.1,0.0,0.2
PREPL inhibitor,-1,3,-2,44*,18,4,-5,8
JMJD2C inh,31,-13,14,1,-8,-20,-11,2
HCV core dimer,0,1,-3,-3,-10,6,7,.
CTSL1 counter,-4,1,-2,-3,-2,-4,-2,.
PP1 inh,-5,-3,-6,-2,2,-2,-5,0
LYPLA2 counter,-1,4,-6,9,2,4,-5,0
PP5 primary,0.9,0.3,0.4,0.9,1.0,1.4,-0.8,0.2

(17) CN1C(=O)C(c2nnc(Nc3cccc4ccccc34)s2)C2CC1(C)Oc1ccccc12 (configuration not stated)
(18) CC1(C(=O)N2CCN(C(=O)c3ccco3)CC2)CC1(Br)Br (configuration not stated)
(19) Nc1c(C(=O)O)sc2nc(-c3ccccc3)cc(-c3ccc(Cl)cc3)c12
(20) C=C(C)COc1ccc(-c2nc(N)ncc2-c2ccc(Br)cc2)c(O)c1
(21) Cc1nnc(SC/C=C/c2ccccc2)n(N)c1=O
(22) CCOc1ccc(N2C(=O)CC(N(CCc3ccc(OC)c(OC)c3)C(=O)/C=C/C(=O)O)C2=O)cc1 (configuration not stated)
(23) CN(C)S(=O)(=O)c1ccc(N2CCCC2)c(C(=O)Nc2ccccc2)c1
(24) Cc1cc(OCc2ccccc2)ccc1/C(O)=C1/C(=O)C(=O)N(Cc2cccnc2)C1c1ccncc1 (configuration not stated)

compound no.,17,18,19,20,21,22,23,24
TPT1 inhibitor,3,-2,0,0,-4,-4,0,-2
Efflux pump mplx,0.1,-0.3,-0.1,0.6,-0.1,0.1,0.0,-0.2
PREPL inhibitor,-10,7,0,-1,8,-11,6,2
JMJD2C inh,6,2,-12,0,.,3,-1,3
HCV core dimer,20,-9,20,4,2,0,-1,8
CTSL1 counter,1,-2,4,-1,3,-2,-6,2
PP1 inh,5,-5,5,-4,0,-6,-3,3
LYPLA2 counter,-1,5,0,-10,0,0,-6,1
PP5 primary,2.7,1.4,-0.6,2.4,1.2,-3.0,1.1,0.5

(25) O=C(CCCc1ccccc1)NCCc1ccccc1
(26) CN(C)c1ccc(C(=O)Nc2cc(C(F)(F)F)ccc2-n2cncn2)cc1
(27) CC(=O)Nc1ccc(NC(=O)c2cc(-c3cc(C)cc(C)c3O)n[nH]2)cc1
(28) COC(C)(C)[C@@H](O)COc1c2ccoc2cc2oc(=O)ccc12
(29) Cc1ccc(S(=O)(=O)CC(=O)c2ccc(C(C)(C)C)cc2)cc1
(30) Cc1ccccc1C1C(C#N)=C2NC(=O)c3c(sc4c3CCCCC4)N2C2=C1C(=O)CC(C)(C)C2 (configuration not stated)
(31) COc1ccc(/C(C)=N/NC(=O)CNC(=O)Cc2ccccc2)c(OC)c1
(32) COc1ccc(OC)c(/C=C2\SC(N3CCCCC3)=NC2=O)c1

compound no.,25,26,27,28,29,30,31,32
TPT1 inhibitor,2,4,2,.,-1,-12,-1,0
Efflux pump mplx,0.1,0.1,0.1,0.2,0.1,0.1,0.7,0.3
PREPL inhibitor,-15,7,14,1,-17,10,-6,10
JMJD2C inh,-14,6,-24,1,-3,-3,4,7
HCV core dimer,-2,-5,-2,.,6,11,1,2
CTSL1 counter,-1,0,4,.,3,2,-2,-1
PP1 inh,1,-7,4,-1,-1,2,-5,0
LYPLA2 counter,-5,-8,-34,-12,1,-4,-3,4
PP5 primary,3.5,4.4,-0.1,-0.6,1.9,1.4,0.1,0.3

(33) Cc1ccc(CC(=O)NCCS(=O)c2ccc(Cl)cc2)cc1 (configuration not stated)
(34) CN(Cc1ccc(F)cc1)C(=O)c1cccc(OC2CCN(C3CCCC3)CC2)c1
(35) CC(=O)c1ccc(NC(=O)C(C)N(C)CC(=O)Nc2ccccc2Cl)cc1 (configuration not stated)
(36) NC(=O)c1ccc(Cn2c(C(=O)c3ccc(Cl)cc3)c3ccccc3[n+]2[O-])cc1
(37) COc1ccc(NS(=O)(=O)c2ccc3c(c2)oc(=O)n3C)cc1Cl
(38) CC(=O)Oc1ccc2c(c1)C(=O)c1ccccc1C2=O
(39) O=C(NCc1ccccn1)c1ccc(N2CCCC2)c([N+](=O)[O-])c1
(40) CCNC(=S)N1CCN(c2nc(-c3cccc(OC)c3)cs2)CC1

compound no.,33,34,35,36,37,38,39,40
TPT1 inhibitor,-5,0,4,-1,-1,-1,-1,0
Efflux pump mplx,-0.1,0.0,0.3,0.0,-0.2,0.1,0.1,0.0
PREPL inhibitor,3,16,-6,11,26,1,4,25
JMJD2C inh,-6,-10,3,-1,3,-1,-5,4
HCV core dimer,4,-3,-6,-8,-4,-26,2,-1
CTSL1 counter,-1,3,0,-2,-3,-3,1,-4
PP1 inh,-2,-4,-1,0,1,5,0,-1
LYPLA2 counter,5,2,-1,-1,-2,-2,3,0
PP5 primary,-0.8,-1.7,3.5,1.8,-0.9,3.3,4.3,2.4

As entered above.
entry 35 | PP1 inh: -1
entry 40 | CTSL1 counter: -4

Going on with the list.
(41) CCOc1ccc(CCNC(=O)CN(C)S(=O)(=O)c2cccc3nsnc23)cc1OCC
(42) Cc1cc(C(=O)N/N=C/c2ccccc2Br)no1
(43) Cn1c(=N)n(CC(=O)c2ccc(Br)cc2)c2ccccc21
(44) CN(C)c1ccc(N=Nc2ccccc2C(=O)OCC(=O)NCC2CCCCC2)cc1
(45) CN(CC(=O)Nc1cccnc1)S(=O)(=O)c1ccc(Br)cc1
(46) CC(=O)Nc1ccc(S(=O)(=O)Nc2cccc(-c3cn4c(n3)SCC4)c2)cc1
(47) O=C(COc1ccccc1)N1N=C(c2cccnc2)CC1(O)C(F)(F)F (configuration not stated)
(48) CC(OC(=O)CNS(=O)(=O)c1ccc(C#N)cc1)C(=O)Nc1ccc(Cl)cn1 (configuration not stated)
(49) COc1ccc(/C=C(\CC(=O)O)c2nc3ccccc3s2)cc1O

compound no.,41,42,43,44,45,46,47,48,49
TPT1 inhibitor,2,-1,-1,1,4,-2,-1,-2,-1
Efflux pump mplx,-0.1,-0.1,0.1,0.9,0.5,-0.1,0.2,0.0,0.1
PREPL inhibitor,-3,1,14,15,4,2,-5,0,1
JMJD2C inh,-4,2,-2,-7,2,5,2,3,0
HCV core dimer,-4,0,1,9,-6,1,1,-1,2
CTSL1 counter,-1,0,-5,6,-2,5,-6,-54,3
PP1 inh,1,-1,-2,0,-4,-1,-2,0,2
LYPLA2 counter,-2,-1,1,2,1,-1,0,-11,3
PP5 primary,-1.1,1.2,-0.6,0.7,0.9,1.4,1.6,-1.7,1.2

Bioassay records from PubChem.
